# From PubChem BioAssay
# MOR-DOR ag = agonists of human mu-delta opioid receptor heterodimerization; hit rate 0.3% among 340,000; activation, % at 9.3 µM; AID 504326; cells, OPRM1-OPRD1 heterodimerization, luminescence; in the data active = activation above about 18%;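 note: 0% = vehicle-treated cells and 100% = reference agonist; values of inactives mirror those of a sister screen read the other way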
# Target sequence (P35372 whole entry, looked up): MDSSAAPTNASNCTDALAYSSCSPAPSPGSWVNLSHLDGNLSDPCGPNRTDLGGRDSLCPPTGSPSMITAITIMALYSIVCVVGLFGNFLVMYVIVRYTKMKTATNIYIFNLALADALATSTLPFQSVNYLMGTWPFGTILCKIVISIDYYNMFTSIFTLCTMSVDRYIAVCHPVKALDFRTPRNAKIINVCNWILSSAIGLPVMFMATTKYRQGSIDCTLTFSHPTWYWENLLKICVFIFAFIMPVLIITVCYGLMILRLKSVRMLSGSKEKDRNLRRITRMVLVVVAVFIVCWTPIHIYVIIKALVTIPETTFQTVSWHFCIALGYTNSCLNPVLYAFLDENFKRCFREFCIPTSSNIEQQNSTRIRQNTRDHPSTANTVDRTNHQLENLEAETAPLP
# Target sequence (P41143 whole entry, looked up): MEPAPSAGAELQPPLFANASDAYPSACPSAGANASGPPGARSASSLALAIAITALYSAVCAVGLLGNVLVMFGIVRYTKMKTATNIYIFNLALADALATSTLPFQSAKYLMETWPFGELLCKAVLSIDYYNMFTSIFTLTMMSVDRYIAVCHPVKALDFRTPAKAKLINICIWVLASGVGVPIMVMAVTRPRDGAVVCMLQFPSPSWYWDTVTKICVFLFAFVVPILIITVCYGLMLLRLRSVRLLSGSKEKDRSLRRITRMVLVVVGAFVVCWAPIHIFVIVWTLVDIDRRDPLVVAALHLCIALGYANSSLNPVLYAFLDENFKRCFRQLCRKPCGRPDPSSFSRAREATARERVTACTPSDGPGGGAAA
# LANA DNA inh = KSHV C-LANA DNA binding inhibition; MBP-C-LANA/FAM-LBS DNA binding, fluorescence polarization; inhibition, % at 9 µM; hit rate 0.078% among 340,000; AID 504423;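 active = highest replicate inhibition at or above 60% at 9 µM, even if other replicates fall short; inactive = all replicates below 60% inhibition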;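 note: 0% = neutral control wells and 100% = 4 µM acridine orange control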
# Cardiac RTF inh = cardiac RTF calcium desensitization. P19429+P45379. IANBD-labeled cardiac RTF, Ca2+ fluorescence. inhibition, % at 7.15 µM. hit rate 0.12% among 340,000;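 active = inhibition above the mean inhibition of all tested compounds plus 3 SD, cut at about 17% in these data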;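 note: assay run at fixed EC70 calcium of 1.6 mM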
# HTR5A inv ag = HTR5A inverse agonism, opioid heterodimer counter-screen | hit rate 0.083% among 340,000 | HTR5A cell line, luminescence | P47898 | inhibition, % at 9.3 µM; in the data active = inhibition mostly above about 23%, no sharp cut-off; inactive = mostly below about 18%;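 note: 0% = cells with DMSO and 100% = no-cell wells with DMSO; some compounds called inactive have numbers as strong as hits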
# Keap1 Nrf2 FP = disrupts human Keap1 binding to Nrf2 peptide; Q14145; Keap1 Kelch-Nrf2 peptide fluorescence polarization, 1536-well; inhibition, % at 9.4 µM; hit rate 0.15% among 340,000; AID 504523; in the data active = inhibition above about 12%;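 note: human Keap1 Kelch domain with fluorescein labeled Nrf2 9mer peptide probe; 0% = neutral control wells and 100% = peptide positive control; higher means more block of Keap1 binding to Nrf2 peptide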
# RTF Ca sens act = increases calcium sensitivity of human cardiac regulated thin filaments; P19429+P45379; IANBD-labeled TnC RTF fluorescence at EC20 calcium; 0% EC20 calcium, 100% full calcium; activation, % at 7.2 µM; hit rate 0.24% among 340,000;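 active = activation above the mean over all tested compounds plus 3 SD, cut at about 30% in these data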;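 note: rise in fluorescence read as greater calcium sensitivity of cardiac thin filaments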
# V-ATPase pH = alters yeast V-ATPase proton transport | S. cerevisiae, pHLuorin cytosolic pH fluorescence | response, % at 10 µM | hit rate 0.37% among 350,000 | AID 504577; in the data active = response mostly above about 7.3%, no sharp cut-off; inactive = mostly below about 5.4%; note: actives read high; inactives centre near 0; some compounds called inactive have numbers as strong as hits; reference of the scale not given here
# CAL-PDZ inh HTS = CAL PDZ (human) peptide binding inhibition; purified CAL PDZ, TMR-peptide fluorescence polarization, 1 h; inhibition, % at 24.9 µM; hit rate 0.92% among 300,000; AID 602252;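 active = mean inhibition of at least 30% with at least half of replicates also reaching 30%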;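 note: 0% = DMSO neutral control and 100% = excess unlabeled competitor peptide PRC23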
# HTR5A ag = activates human HTR5A in OPRM1-OPRD1 agonist counter-screen; activation, % at 9.3 µM; HTR5A agonist assay, luminescence, cell-based; P47898; hit rate 0.61% among 340,000; AID 504692; in the data active = activation mostly above about 9.5%, no sharp cut-off; inactive = mostly below about 7.6%;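 note: 0% = cells with vehicle only and 100% = reference agonist; strong numbers were not always called active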
# MOR-DOR inv ag = inverse agonists of human mu-delta opioid receptor heterodimerization. P35372+P41143. cell-based MOR-DOR heterodimer luminescence, inverse agonism. inhibition, % at 9.3 µM. hit rate 0.21% among 340,000. AID 504357; in the data active = inhibition above about 22%, passing the limit was not always enough;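 note: 0% = cells with DMSO and 100% = wells without cells with DMSO; values of inactives mirror those of a sister screen read the other way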
# * marks the source's active call; other numbers are inactive results; x = not tested or not shown.
SMILES,MOR-DOR ag,LANA DNA inh,Cardiac RTF inh,HTR5A inv ag,Keap1 Nrf2 FP,RTF Ca sens act,V-ATPase pH,CAL-PDZ inh HTS,HTR5A ag,MOR-DOR inv ag
COC(=O)C1=C(C)C(c2cccs2)NC(=O)N1C (stereo unspecified),-0.2,-0.4,11,-21,-1,0,5,-1,5,1
O=S(=O)(NCCOc1ccc(F)cc1)c1ccc2c(c1)OCCO2,-1.7,1.2,11,9,1,-2,0,10,1,11
C[C@@H](NC(=O)C1(c2ccccc2)CCN(C(=O)OC(C)(C)C)CC1)C(=O)N[C@@H](Cc1ccccc1)C(=O)O,-2.0,2.2,-1,-11,-3,7,-2,-4,5,10
Cc1ccc2nc(NC(=O)c3ccc(OCC4CCCO4)cc3)sc2c1 (stereo unspecified),5.0,0.5,2,-22,-4,-5,-2,1,9,-32
O=C(NNC(=O)C1CC1)c1cc(Br)c(Br)s1,0.2,-0.6,4,9,-5,-1,0,17,-4,-1
COC(=O)c1ccccc1NC(=O)c1noc2c1CCC2,5.3,5.9,-1,-16,-2,0,-2,2,2,-27
O=S(=O)(Nc1ncccn1)c1ccc(NC(=S)N2CCN(Cc3ccc(F)cc3Cl)CC2)cc1,-1.3,-0.1,1,19,-2,1,0,0,3,7
COC(=O)c1ccc(Cn2nnc3c(=O)[nH]c(C4CCCN(S(=O)(=O)c5ccccc5Cl)C4)nc32)cc1 (stereo unspecified),-3.8,-1.1,-7,-24,2,3,-1,-5,2,19
CC1CCN(Cc2ccc(NC(=O)CC3Oc4ccccc4NC3=O)cc2)CC1 (stereo unspecified),-2.1,-1.1,-6,-8,-3,4,-1,x,3,11
COC(=O)C1(C)NC(c2ccccc2C)C2C(=O)N(c3ccc(F)cc3)C(=O)C21 (stereo unspecified),-0.5,-0.7,1,-2,2,-1,2,2,0,2
Cn1c(CCN2CCOCC2)nc2cc(NS(=O)(=O)c3ccccc3)ccc21,-2.0,1.3,-10,-3,0,1,8,0,7,11
O=C1c2ccccc2C(=O)N1CCc1c[nH]c2ccccc12,-1.1,-1.6,4,-15,-2,-8,-1,-1,-1,6
O=c1c(C=NCC2CCCO2)c(-c2ccccc2)[nH]n1-c1ccc([N+](=O)[O-])cc1 (stereo unspecified),-3.4,0.1,4,-4,-2,-3,0,0,1,18
COc1ccc(-c2cc(C(F)(F)F)nc(-n3cc(Cl)cn3)n2)cc1,-0.3,-0.9,-14,1,-1,-4,2,x,0,2
Cc1cc(=O)c(C(=O)Nc2ccc(N3CCOCC3)cc2N2CCOCC2)nn1-c1ccccc1Cl,-1.4,0.0,-3,0,-1,-4,2,-3,0,7

# 2 records drawn at random from those above:
SMILES,MOR-DOR ag,LANA DNA inh,Cardiac RTF inh,HTR5A inv ag,Keap1 Nrf2 FP,RTF Ca sens act,V-ATPase pH,CAL-PDZ inh HTS,HTR5A ag,MOR-DOR inv ag
COC(=O)C1=C(C)C(c2cccs2)NC(=O)N1C (stereo unspecified),-0.2,-0.4,11,-21,-1,0,5,-1,5,1
Cc1cc(=O)c(C(=O)Nc2ccc(N3CCOCC3)cc2N2CCOCC2)nn1-c1ccccc1Cl,-1.4,0.0,-3,0,-1,-4,2,-3,0,7

# Next compounds:
SMILES,MOR-DOR ag,LANA DNA inh,Cardiac RTF inh,HTR5A inv ag,Keap1 Nrf2 FP,RTF Ca sens act,V-ATPase pH,CAL-PDZ inh HTS,HTR5A ag,MOR-DOR inv ag
Cc1cccc(C)c1NC(=O)C1(N2C(=O)CC2c2ccccc2)CCCCC1 (stereo unspecified),-0.3,0.4,-12,8,2,-2,-2,0,-3,2
Cc1cccc(NS(=O)(=O)c2cc(C(=O)N3CCN(C)CC3)ccc2C)c1,-2.0,-0.3,-7,4,5,2,-2,-4,2,10
CCOC(=O)C1C(c2ccc(C)o2)NC(=O)NC1(O)C(F)(F)F (stereo unspecified),-1.0,1.8,6,0,-6,-1,5,-5,0,6
Cc1nc(-c2nc(C(=O)NNS(C)(=O)=O)cs2)cs1,-0.7,1.0,-6,-6,-2,2,-2,x,-5,4
CC(Sc1nc(-c2ccccc2)cc(C(F)(F)F)n1)C(=O)N1CCC(C(N)=O)CC1 (stereo unspecified),-1.3,-0.1,3,-19,2,0,-1,-1,-2,8
Nc1nc(SCCO)[nH]c(=O)c1NC(=O)c1ccco1,-5.6,0.7,-9,20,-7,-3,1,1,-8,22
O=C(NCc1ccc(F)cc1)C1CC(=O)N(Cc2ccco2)C1 (stereo unspecified),-2.9,1.9,-9,-15,-5,-1,-3,-6,-1,15
Cc1ccc(C(=O)c2c[nH]c(C(=O)NCc3cccnc3)c2)cc1,-0.5,-1.0,-1,-17,1,-4,-7,-1,-2,2
NC1=NC(=O)C(Cc2ccc(OC(F)(F)F)cc2)S1 (stereo unspecified),-2.1,1.2,5,1,0,0,-2,-2,0,12
Cc1nnc(SCC(=O)Nc2cccc(S(=O)(=O)N3CCCCC3)c2)s1,-1.6,-0.7,-4,-16,1,-5,-4,2,6,6
CC(C)(C)C(=O)Nc1nnc(SCC(=O)NC2CC2)s1,0.1,1.0,13,9,0,2,7,4,-4,-1
CCN1/C(=C\C=C(C(C)=O)C(C)=O)Sc2ccccc21,-2.1,-20,-94,7,-110,78*,1,-5,-3,10
CC(C)(C)OC(=O)[C@H](Cc1ccccc1)NC(=O)c1nc[nH]c1C(=O)NC1CCNCC1,-2.0,-0.4,3,18,-1,-7,0,-6,0,11
S=C(NCCCN1CCOCC1)Nc1cccc(Cl)c1,-0.7,10,-6,13,-5,6,-1,-5,-5,3
COCCNC(=S)NCc1ccc2[nH]c3c(c2c1)CCCC3,0.7,-1.0,-9,-3,-1,-2,3,x,1,-4
CC(=O)N1CCN(c2ccc(NC(=O)c3ccccc3)cc2)CC1,-1.2,-0.9,-3,-4,0,0,-1,4,1,6
CN(CC(=O)Nc1ccc(F)c(F)c1F)c1ncnc2sccc12,-2.8,0.0,-3,19,3,3,1,5,-2,14
CCOc1ccccc1NC(=O)CCc1ccc(C)o1,-1.6,0.1,4,-4,-9,-1,5,2,2,7
Cc1ccc(C)c(NC(=O)CCN2CCC(C)CC2)c1,-2.7,-0.1,-1,23,-3,2,3,x,-1,13
O=C(Nc1ccc(S(=O)(=O)N2CCOCC2)cc1)C1CCN(S(=O)(=O)c2ccc(Cl)cc2)CC1,1.4,0.1,-9,-13,0,-5,3,-11,5,-6
COC(=O)CSc1nc2ccc(NC(=O)CSc3nnnn3Cc3ccccc3)cc2s1,-1.4,0.7,0,-10,-5,-4,-5,-4,4,9
COc1ccc(CSc2ccc(S(=O)(=O)N3CCCCC3)cn2)cc1F,-2.5,-1.4,1,11,-1,0,-1,-2,-5,11
NC(=O)c1ccsc1NC(=O)COC(=O)CNC(=O)c1ccc(Cl)cc1,-0.7,-1.8,-4,-10,-6,3,2,x,3,4
CCOC(=O)C(Cc1cc(C(C)=O)ccc1OCC)C(=O)OCC,-0.6,-0.6,-7,5,2,-1,-8,-4,-4,3
COc1ccc(-c2cc(C(=O)N3CCN(Cc4ccc5c(c4)OCO5)CC3)on2)cc1OC,-1.3,-0.6,-3,-6,-1,-1,0,0,-3,7
CC1C(=O)N(c2ccc(S(=O)(=O)N(C)C)cc2)C1(/C=C/c1ccccc1)C(=O)NC1CCCC1 (stereo unspecified),-2.0,-0.5,-10,20,0,-22,1,0,0,10
Cc1ccc(CSc2ccc(-c3ccc4c(c3)OCO4)nn2)cc1,-1.3,1.3,4,-33,4,-2,-5,-3,2,7
Cn1c(C(=O)NC2CCCCCC2)cc2c(=O)n(C)c3ccccc3c21,-0.3,-1.1,-10,-1,-2,0,-3,-3,0,1
CN(C(=O)CSc1ncnc2sc(-c3ccccc3)cc12)C1CCS(=O)(=O)C1 (stereo unspecified),2.1,2.8,4,-16,2,0,-5,5,6,-15
CCc1cc2c(SCC(=O)N(CC)c3c(N)n(Cc4ccccc4)c(=O)[nH]c3=O)ncnc2s1,0.3,1.3,5,21,0,3,2,-11,7,-2
COC(=O)c1c(N)sc2c1CCN(c1ncc(C(F)(F)F)cc1Cl)C2,-1.7,10,-19,-7,7,13,4,-4,2,10
CC(=O)c1ccc(NC(=S)NCCCN2CCOCC2)cc1,1.9,-0.7,-4,4,0,-2,-1,3,6,-10
CC12CCC(=O)N1C(C(=O)NNC(=O)c1ccccc1F)CS2 (stereo unspecified),-4.7,0.1,-1,7,-4,-1,6,-7,-5,18
CC1=NC(Nc2nc(C)c3ccccc3n2)=NC(C)(C)C1,-3.1,-4.0,-5,10,-4,5,2,x,-2,14
CSc1ccccc1NC(=S)Nc1ccccc1C(F)(F)F,-2.1,1.7,-5,-8,-7,1,-1,-1,3,11
N#CC1=C(N)Oc2cc(O)c(C=Nc3ccccc3)cc2C1c1ccccc1 (stereo unspecified),-2.6,-1.8,-18,8,-2,2,2,-6,-2,13
COc1ccc2cc3cc(C(=O)NCC4COc5ccccc5O4)oc3nc2c1 (stereo unspecified),6.7,-0.1,1,-48,-5,-10,0,x,13*,-37
O=C(NCc1cccs1)C1CCCN(S(=O)(=O)c2ccc3c(c2)OCO3)C1 (stereo unspecified),4.1,-1.0,-4,-41,-2,13,7,-2,-1,-24
CC(C)OC(=O)CCCCCN1C(=O)CSC1=S,1.8,0.4,-1,-6,-5,3,3,-1,-3,-10
CC(C)(C)OC(=O)N[C@@H](Cc1ccccc1)c1nnc(SCC(N)=O)o1,-0.5,0.0,-5,9,-4,6,1,-2,-1,3
CSc1cccc(NC(=O)c2cnccn2)c1,-2.2,-0.3,-2,19,-2,-1,-2,-4,-8,11
CN(C(=O)CSc1nnc(-c2cccs2)n1C1CC1)C1CCS(=O)(=O)C1 (stereo unspecified),1.5,-0.4,-4,-3,-1,3,-4,-5,-2,-8
COCCNC(=O)CN1CCOc2ccccc21,-0.4,0.2,-7,-4,-4,2,-2,x,1,2
NS(=O)(=O)c1ccc(CCNC/C=C/c2ccccc2)cc1,-2.2,-2.4,-3,-2,0,-1,-1,-1,4,12
O=C(Nc1nc2ccccc2n1CCN1CCOCC1)c1ccc(Cn2cc([N+](=O)[O-])cn2)o1,x,1.2,-3,x,-8,0,1,-4,x,x
CCCCC(CC)CNC(=O)CCS(=O)(=O)c1cccc2nsnc12 (stereo unspecified),-0.7,1.2,0,-25,1,1,-1,0,9,4
CCOC(=O)C1(Cc2cccc(OC)c2)CCN(CC(O)CO)CC1 (stereo unspecified),-0.8,0.7,-5,-15,1,2,2,-4,5,4
CC(=O)OC1c2ccccc2C(=O)N1c1ccccc1C (stereo unspecified),-0.7,0.9,-5,-18,2,0,3,8,2,4
CC(C)N1C(=O)C2(OCCCO2)c2cc(Br)ccc21,-1.7,-1.2,-1,24,-1,-2,-4,1,5,10
Cc1nnc(SCC(=O)Nc2ccc3c(c2)OCCO3)n1CC1CCCO1 (stereo unspecified),-1.4,2.2,-1,-28,2,-6,-6,1,0,8
COc1cccc(NC(=O)c2cc(-c3ccc(C)o3)nc3ccccc23)c1,-1.7,-1.5,-2,-6,-4,-3,-3,1,4,9
COc1ccc(OC)c(NC(=O)c2ccc(NC(C)=O)cc2)c1,-1.6,-1.5,5,-14,-8,10,1,0,0,9
O=C(COc1ccccc1Cl)N(Cc1ccco1)C1CCS(=O)(=O)C1 (stereo unspecified),-2.2,-1.3,-8,-9,-10,8,-2,-4,3,10
